Bioassay records as filed in PubChem BioAssay.
West Nile virus CPE – West Nile virus antiviral activity, cell-based, CPE readout (AID 1621); West Nile virus-infected cells, CPE inhibition; higher % means a stronger effect; one-dose CPE inhibition, % at 10 µM; IC50 in µM for titrated hits; actives 0.02% (n = 290,000); in the data active = a potency from the dose series; inconclusive = CPE inhibition mostly from about 3.7% at the one dose, without a potency; inactive = the rest, 99 in 100 with CPE inhibition below about 2.2%; also: strong numbers were not always called active
SV40 large T antigen – SV40 large T antigen inhibitors, biochemical (AID 1903); SV40 large T antigen ATPase/helicase inhibition assay; higher % means a stronger effect; inhibition, % at 20 µM, or IC50 in µM where a hit was titrated; actives 0.39% (n = 310,000); in the data active = a potency from the dose series; inconclusive = inhibition mostly from about 32% at the one dose, without a potency; inactive = the rest, 99 in 100 with inhibition below about 32%; also: strong numbers were not always called active
PMI inhibitors – MPI enzyme activity inhibition – biochemical, fluorescence intensity, coupled assay, primary screen (AID 1209). purified PMI enzyme, coupled fluorescence intensity; higher % means a stronger effect. one-dose inhibition, % at 20 µM; IC50 in µM for titrated hits. actives 0.42% (n = 190,000);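 also: plate controls were DMSO vehicle for no effect and wells lacking substrate for full effect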
CSM14.1 death rescue – rescue of cells from ER stress-induced death, primary screen, 384-well, CSM14.1, thapsigargin, ATP luminescence (AID 1222); CSM14.1 thapsigargin-induced death rescue, ATP luminescence; higher % means a stronger effect; cellular ATP content (survival), % at 20 µM; hits with a dose series show EC50 in µM; 190,000 tested, under 10 active;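 active = EC50 below 50 µM in the dose-response confirmation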;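 also: death triggered by thapsigargin at about 15 µM added after 2 h compound pretreatment; cell ATP read after overnight thapsigargin exposure of roughly 18 to 22 hours; normalized against plate controls of thapsigargin alone and 5% DMSO vehicle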
human PMI inhibitors – human PMI inhibitors, high substrate, primary screen, biochemical, fluorescence intensity, high mannose 6-phosphate (AID 1220) | recombinant PMI enzyme, coupled fluorescence intensity; higher % means a stronger effect | inhibition, % at 20 µM; hits with a dose series show IC50 in µM | actives 0.66% (n = 190,000)
Salmonella PhoP GFP – inhibitors of PhoP regulon expression, primary screen, Salmonella Typhimurium, GFP reporter (AID 1863); one-dose inhibition, % at 50 µM; IC50 in µM for titrated hits; S. Typhimurium PhoP-regulated promoter GFP reporter, 4 h; higher % means a stronger effect; actives 0.16% (n = 300,000);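 active = inhibition over 29.93%, a cutoff 3 SD above the screen mean, later confirmed by dose response; inconclusive = inhibition over 29.93% but no dose response follow-up; inactive = inhibition at most 29.93% or unconfirmed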;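 also: 0% = low Mg2+ inducing control and 100% = high Mg2+ repressing control; strong numbers were not always called active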
RSV CPE inhibition – inhibition of RSV-induced cytopathic effect – HEp-2 cells, primary 10 µM value included (AID 2391) | HEp-2 cells, RSV-induced CPE inhibition; higher % means a stronger effect | actives 0.13% (n = 310,000) | CPE inhibition, % at 10 µM; hits with a dose series show IC50 in µM; in the data active = a potency from the dose series; inconclusive = CPE inhibition mostly from about 23% at the one dose, without a potency; inactive = the rest, 99 in 100 with CPE inhibition below about 21%; also: strong numbers were not always called active
TNAP activation fold – stimulation of alkaline phosphatase TNAP activity – biochemical, luminescent, no phosphate acceptor, uHTS, primary screen (AID 1001) | purified TNAP, luminescent activation assay, no phosphate acceptor; higher activation fold means a stronger effect | activation fold at 20 µM; hits with a dose series show EC50 in µM | actives 0.03% (n = 200,000); in the data active = activation fold from about 3, or a potency from the dose series; inactive = the rest, 99 in 100 with activation fold below about 1.6; also: many of its hits are not listed in these tables
Ins promoter up – MIN6 insulin promoter up-regulation; MIN6 insulin promoter-GFP reporter, high-content imaging; stronger effect = higher value; z-score at 5 µM; actives 0.3% (n = 190,000); AID 1625;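 active = z-score above 3 at 5 µM with at least 500 cells counted in the well; inconclusive = wells under 500 cells, flagged as cytotoxic or low count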
Ins promoter up cell count – recorded beside Ins promoter up, whose call it bears; cell count; measured here: cytotoxicity, nuclei count;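 total cells summed across four imaged fields per well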
* marks the source's active call; other numbers are inactive results; ? = inconclusive; . = not tested or not shown. Rule as the data show it, unless noted: active = inhibition above about 50%; inactive = the rest.

canonical_smiles	West Nile virus CPE	SV40 large T antigen	PMI inhibitors	CSM14.1 death rescue	human PMI inhibitors	Salmonella PhoP GFP	RSV CPE inhibition	TNAP activation fold	Ins promoter up	Ins promoter up cell count
CS(=O)(=O)N(CC(=O)NCc1ccccc1Cl)C1CCCCC1	-0.3%	12%	-7%	0.9%	-8%	-1%	0.5%	1.1	0.68	1329
COc1cc(COCC(O)CN2CCN(Cc3ccccc3)CC2)cc(OC)c1OC (stereo not given)	-1.2%	11%	-15%	1.2%	-8%	3%	-3.4%	1	-1.5	1301
COc1c(CC=C(C)C)cc(C2CC(=O)c3c(O)cc(O)cc3O2)c(CC=C(C)C)c1O (stereo not given)	-0.2%	10%	.	.	.	-3%	3.6%	.	.	.
Cc1ccc(NC(=O)CSc2nnc(Cc3cccn3C)n2-c2ccc(F)cc2)c(C)c1	0.3%	17%	-1%	-0.3%	1%	7%	0.1%	1.1	-0.24	1031
CCN(CC)CCOC(=O)c1ccc(N/C=C(/C#N)c2nc(-c3ccc(OC)c(OC)c3)cs2)cc1	0.7%	6%	.	.	.	-2%	.	.	-1.6	911
CC1CCc2nc3ccc(S(=O)(=O)N4CCC(C(=O)NCc5ccccc5Cl)CC4)cc3c(C(=O)O)c2C1 (stereo not given)	0.4%	10%	.	.	.	1%	3.7%	.	.	.
COC(=O)c1ccc(COC(=O)CNC(=O)c2ccc(-c3ccccc3)cc2)cc1	-0.1%	4%	11%	-2.3%	11%	-7%	3.6%	1.1	-0.33	1258
COc1ccc(CCNC(=O)C(NC(=O)OCc2ccccc2)C(C)C)cc1OC (stereo not given)	0.6%	9%	.	.	.	5%	0.7%	.	1.1	1441
O=C(Cc1cccs1)NCc1cccc(C(F)(F)F)c1	0.0%	5%	.	.	.	2%	1.0%	.	.	.
CC(C)(C)CN1CCC(n2nccc2NC(=O)c2ccccc2Cl)CC1	-0.7%	18%	.	.	.	-1%	0.0%	.	.	.
COc1ccc(OCCSc2nnc(CC(=O)Nc3cccc(Cl)c3Cl)n2C)cc1	-0.3%	-7%	-9%	-4.7%	-26%	29%	0.9%	1.1	.	.
CCCn1cc(CN2CCC(n3nccc3NC(=O)CCOc3ccccc3)CC2)c(C)n1	0.2%	12%	.	.	.	2%	-0.3%	.	.	.
COC(=O)c1[nH]c2ccc(F)cc2c1NS(=O)(=O)c1ccc(OC)cc1	-1.1%	11%	7%	-3.4%	12%	11%	2.6%	1.1	0.45	853
Cn1c2c(c(=O)n(C)c1=O)C(c1cccc([N+](=O)[O-])c1)Nc1ccccc1O2 (stereo not given)	0.1%	-7%	-5%	-0.4%	12%	-10%	1.4%	1	-0.04	1445
Cc1ccc2c(c1)c1nnc(SCC(=O)Nc3ccccc3C(F)(F)F)nc1n2CC(=O)O	0.2%	3%	-13%	0.8%	-5%	2%	-0.9%	1.1	0.06	1275
N#Cc1c(N2CCOCC2)nc(N2CCCCC2)c2c1CCN(C1CCCCC1)C2	-0.3%	0%	18%	-0.9%	18%	2%	0.1%	1	.	.
Cc1nc(C)n(CC(=O)N2CCCC(C(=O)c3ccc(C(F)(F)F)cc3)C2)n1 (stereo not given)	-0.2%	6%	-4%	0.0%	0%	-3%	0.7%	1.1	-0.59	1334
CCOC(=O)N1CCC(NC(=O)CS(=O)(=O)Cc2nc(-c3ccc(C)cc3)oc2C)CC1	-0.5%	-1%	-9%	-0.6%	-10%	5%	0.9%	0.9	?	.
O=C(CC(=O)NCc1ccc(Cl)cc1)NCc1ccccc1	-0.9%	0%	.	.	.	-2%	0.4%	.	.	.
Cc1cccc(C)c1NC(=O)C1CCN(C(=O)c2cccs2)CC1	-0.7%	3%	.	.	.	0%	1.1%	.	.	.
COC(=O)CC1COc2ccccc2N1C(=O)c1ccc(C(C)(C)C)cc1 (stereo not given)	-0.9%	7%	9%	5.8%	6%	-7%	6.9%	1.1	.	.
Cc1nc(CNC(=O)c2ccccc2OC2CCN(S(C)(=O)=O)CC2)cs1	-0.7%	1%	-5%	-0.5%	-4%	-3%	2.7%	1	-0.4	1473
Cc1ccc(CNC(=O)CN2C(=O)COc3ccc(S(=O)(=O)N4CCC(C)CC4)cc32)o1	-0.2%	10%	.	.	.	-7%	1.0%	.	.	.
COc1ccc(NC2(c3ccccc3)OC(=O)c3ccccc32)cc1 (stereo not given)	-0.6%	1%	4%	-0.9%	2%	-4%	0.9%	1	0.33	1158
O=C(CSc1nnc(CNC(=O)c2c(F)cccc2F)o1)NCc1ccccc1Cl	-0.6%	-1%	.	.	.	0%	1.3%	.	.	.
COc1ccc(CNC(=O)C(c2cccs2)N(Cc2ccco2)C(=O)Cc2cccs2)cc1 (stereo not given)	-0.2%	7%	2%	-0.7%	-2%	2%	1.7%	1.1	-0.7	837
CN(C)CCN=Cc1c(O)n(Cc2ccc3c(c2)OCO3)c(=O)c2ccccc12	0.3%	4%	16%	0.4%	26%	-1%	3.4%	1.1	-1.2	1349
Cc1c(Cl)cccc1NC(=S)Nc1ccccn1	-0.1%	8%	-5%	-0.9%	3%	-7%	2.8%	1	.	.
Cc1ccc(S(=O)(=O)N(CC(=O)NC2CCCCCC2)c2ccccc2F)cc1	-1.2%	13%	20%	-1.8%	17%	4%	-0.4%	1	-0.22	804
O=C(NC1CCCc2ccccc21)c1ccccc1 (stereo not given)	-0.5%	4%	-4%	-0.3%	-2%	-3%	0.5%	1.1	0.3	1147

5 records picked at random from the list so far, as already listed:
canonical_smiles	West Nile virus CPE	SV40 large T antigen	PMI inhibitors	CSM14.1 death rescue	human PMI inhibitors	Salmonella PhoP GFP	RSV CPE inhibition	TNAP activation fold	Ins promoter up	Ins promoter up cell count
Cc1cccc(C)c1NC(=O)C1CCN(C(=O)c2cccs2)CC1	-0.7%	3%	.	.	.	0%	1.1%	.	.	.
Cc1ccc(CNC(=O)CN2C(=O)COc3ccc(S(=O)(=O)N4CCC(C)CC4)cc32)o1	-0.2%	10%	.	.	.	-7%	1.0%	.	.	.
O=C(CC(=O)NCc1ccc(Cl)cc1)NCc1ccccc1	-0.9%	0%	.	.	.	-2%	0.4%	.	.	.
O=C(NC1CCCc2ccccc21)c1ccccc1 (stereo not given)	-0.5%	4%	-4%	-0.3%	-2%	-3%	0.5%	1.1	0.3	1147
N#Cc1c(N2CCOCC2)nc(N2CCCCC2)c2c1CCN(C1CCCCC1)C2	-0.3%	0%	18%	-0.9%	18%	2%	0.1%	1	.	.

(further entries)
canonical_smiles	West Nile virus CPE	SV40 large T antigen	PMI inhibitors	CSM14.1 death rescue	human PMI inhibitors	Salmonella PhoP GFP	RSV CPE inhibition	TNAP activation fold	Ins promoter up	Ins promoter up cell count
CN1CC(=O)N2C(c3cccc([N+](=O)[O-])c3)c3[nH]c4ccccc4c3C[C@H]2C1=O (stereo not given in full)	-0.5%	2%	.	.	.	4%	1.9%	.	.	.
CCN1CCN(c2ccc(S(=O)(=O)N3CCCCC3)cc2NC(=O)Cc2c(Cl)cccc2Cl)CC1	27µM*	10%	.	.	.	-3%	0.4%	.	.	.
CN(C)C(=O)c1ccc(NC(=O)c2ccccc2-c2ccccc2)cc1	-0.4%	8%	.	.	.	6%	1.3%	.	.	.
O=C(c1cc(-c2cccc(O)c2)on1)N1CCc2ccccc2C1	0.2%	-1%	11%	-2.4%	9%	17%	9.3%	1	-0.89	2097
O=Cc1ccc(-n2cncn2)cc1	0.2%	10%	4%	-0.8%	-2%	-4%	0.5%	1.1	0.93	1268
COc1cc(C(C[N+](=O)[O-])c2c(-c3ccccc3)cc3ccccn23)cc(OC)c1OC (stereo not given)	.	18%	-4%	-1.3%	-42%	-6%	8.5%	1	1.1	766
CC1(C)CC(=O)C(C(C2=C(O)CC(C)(C)CC2=O)c2cccnc2)C(=O)C1 (stereo not given)	2.3%	7%	-7%	-1.9%	-10%	-7%	-0.2%	1.1	0.04	1009
CCOC(=O)c1sc2ncnc(Nc3cccc(C(=O)O)c3)c2c1C	-0.1%	10%	.	.	.	-8%	1.6%	.	.	.
O=C(COC(=O)c1ccncc1)NCc1ccccc1	0.3%	-1%	-2%	-0.7%	3%	-7%	1.5%	1.1	0.48	1271
Cc1ccc2c(C)ccc(O)c2n1	0.2%	-3%	27%	17%	28%	-11%	0.9%	1	-1.1	968
CCc1ccccc1NC(=O)/C(=C/c1ccco1)c1ccccc1	0.9%	15%	-8%	0.9%	-6%	0%	3.4%	1.2	-0.2	874
Cc1ccc(N2C(=O)C(Cl)=C(N3CCN(C)CC3)C2=O)c(C)c1	-0.1%	19%	-16%	-3.3%	-16%	7%	1.8%	1.1	.	.
Cc1cc(=O)n2c(sc3ccccc32)c1C#N	0.6%	-8%	-5%	2.2%	8%	2%	0.2%	0.8	0.73	1709
COC(=O)C1=C(C)NC(=O)C1(NC(=O)c1ccncc1)C(F)(F)F (stereo not given)	0.4%	7%	-2%	-1.7%	-1%	-4%	1.3%	1.2	0.13	1244
COc1cccc(/C=N\NC(=O)C2=NNC(=O)C2C)c1O (stereo not given)	0.1%	?	1%	-6.6%	-19%	2%	0.9%	2.9	0.28	1328
Nc1ccc(N2CCOCC2)cc1C(F)(F)F	0.8%	7%	0%	-0.4%	-1%	8%	1.6%	1.1	.	.
COc1ccccc1N1CCN(/N=C/c2cccc(Cl)c2)CC1	-1.2%	9%	.	.	.	-2%	2.9%	.	.	.
COc1cccc(NC(=O)CCCN2C(=O)C3CC=CCC3C2=O)c1 (stereo not given)	1.2%	5%	.	.	.	-4%	2.4%	.	.	.
Oc1ccc(-c2csc(Nc3ccccn3)n2)cc1	-1.0%	22%	.	.	.	10%	?	.	.	.
CCOc1cc(CNn2c(C)nnc2SCC(=O)NC(C)(C)C)ccc1OCC(=O)NC(C)(C)C	-0.2%	1%	-1%	-0.5%	10%	9%	0.7%	1.1	.	.
CN1CCN(c2ccc(S(=O)(=O)N3CCCCC3)cc2NC(=O)c2ccc3ccccc3c2)CC1	30%	12%	-4%	-0.8%	3%	5%	3.2%	0.9	0.3	1242
CC1=CC(=O)C(C(C)C)=C/C1=N/OS(=O)(=O)c1ccccc1	-0.6%	?	.	.	.	-12%	-2.3%	.	?	.
CCN(CC)S(=O)(=O)N1CCC(C(=O)NC(C)CCc2ccccc2)CC1 (stereo not given)	-0.2%	5%	-3%	-1.7%	-6%	-2%	-0.6%	1.1	-1.2	1236
Cc1ccccc1-c1nc(Cc2ccc(Cl)cc2)no1	0.9%	-4%	8%	-1.1%	6%	-4%	2.5%	1.1	.	.
O=C(OCCOCCN=C1NS(=O)(=O)c2ccccc21)c1ccc(F)cc1	-0.1%	1%	.	.	.	4%	0.6%	.	.	.
